MC4R antagonist = antagonists of human melanocortin 4 receptor (MC4R) | P32245 | MC4R-expressing cells, MTII-stimulated cAMP, LANCE TR-FRET | inhibition, % at 6.5 µM | actives 0.48% (n = 360,000) | AID 540295;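 active = inhibition above its plate's cutoff, the mean of tested wells on that plate plus 3 SD, cut at about 29% in these data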;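 also: 0% = Melanotan II alone and 100% = Melanotan II plus saturating MCL0020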
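System: U2OS-MC4R stable cell line; Technique: Eu-cAMP/anti-cAMP TR-FRET, emission 671 nm; Repeats: single well per compound; Also added: Melanotan II; Dosing: one concentration, 6.5 µM nominal; Schedule: 30-min compound, 1-h challenge, 1-h detection, room temperature.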
Exocytosis inh = blocks lytic granule exocytosis | TALL-104 LAMP-1 surface exposure, flow cytometry; cells stimulated with thapsigargin and PMA | inhibition, % at 10 µM | actives 0.66% (n = 360,000) | AID 651702;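 active = inhibition above about 55%, limit read from the data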
TLR9-MyD88 inh = inhibitors of human TLR9-MyD88 binding; AID 504734; inhibition, % at 4.98 µM; CHO BLA complementation TLR9-MyD88, CCF4 FRET ratio; actives 0.21% (n = 340,000);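 active = inhibition above the mean over all tested compounds plus 3 SD, cut at about 21% in these data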;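 also: 0% = DMSO only wells and 100% = clavulanate BLA inhibitor control wells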
NOD2-RIPK2 inh = inhibitors of human NOD2-RIPK2 interaction. O43353. CHO BLA complementation NOD2-RIPK2, CCF4 ratio. inhibition, % at 4.98 µM. actives 0.38% (n = 360,000). AID 624267; in the data active = inhibition above about 21%;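 also: 0% = vehicle only and 100% = reference blocker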
MC4R barr agon = agonists of human melanocortin 4 receptor (MC4R) beta-arrestin | P32245 | U2OS MC4R beta-arrestin complementation, luminescence; percent of melanotan II response, DMSO zero | activation, % at 8.9 µM | actives 0.98% (n = 360,000) | AID 540308;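 active = activation above a per-plate cutoff, the mean activation of sample wells on that plate plus 3 SD, cut at about 8% in these data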
N-glyco inh = N-linked glycosylation inhibition. D54 ERlucT glycosylation luciferase reporter, 24 h; percent of 100 nM tunicamycin response. reporter increase, % at 12.5 µM. actives 0.23% (n = 360,000). AID 588692;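 active = mean luciferase reporter signal, scaled so untreated is 0 and the glycosylation-blocking control 100, at or above a set limit in every replicate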;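 also: luciferase carries N-glycosylation sites so blocking glycosylation raises the light; 0% = median of neutral control wells and 100% = median of 100 nM tunicamycin wells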
ABCB6 inh MLPCN = blocks the human ABCB6 transporter | K562-ABCB6 porphyrin accumulation, flow cytometry, 1 h; hits give low values | fluorescence ratio to DMSO, % at 10 µM | actives 0.19% (n = 360,000);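 active = fluorescence ratio to DMSO below 75%, the collection mean minus 3 SD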;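 also: signal is porphyrin accumulated inside mitochondria; 100% equals median channel fluorescence of DMSO control wells; lower ratio means ABCB6 inhibition with less porphyrin fluorescence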
aDG glyco up = increases alpha dystroglycan glycosylation; AID 624168; actives 0.22% (n = 360,000); Pro5-aDG cells, alpha-DG glycosylation AlphaScreen (IIH6); 0% Pro5, 100% B10-LARGE cell signal; activation, % at 10 µM;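 active = activation of at least 8% versus controls, or a plate z-score of at least 8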;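 also: Pro5 are CHO cells carrying HIG-tagged alpha-DG that lacks glycosylation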
ABHD5 PLIN5 PPI = blocks binding of human ABHD5 to perilipin-5; AID 602281; actives 0.78% (n = 360,000); Q00G26+Q8WTS1; inhibition, % at 4 µM; Split G. princeps luciferase complementation, luminescence, 4 h;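 active = inhibition above the mean inhibition across every tested compound plus 3 SD, cut at about 22% in these data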;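 also: 0% = DMSO only wells and the 100% control is not disclosed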
Target sequence (Q00G26 whole entry, looked up): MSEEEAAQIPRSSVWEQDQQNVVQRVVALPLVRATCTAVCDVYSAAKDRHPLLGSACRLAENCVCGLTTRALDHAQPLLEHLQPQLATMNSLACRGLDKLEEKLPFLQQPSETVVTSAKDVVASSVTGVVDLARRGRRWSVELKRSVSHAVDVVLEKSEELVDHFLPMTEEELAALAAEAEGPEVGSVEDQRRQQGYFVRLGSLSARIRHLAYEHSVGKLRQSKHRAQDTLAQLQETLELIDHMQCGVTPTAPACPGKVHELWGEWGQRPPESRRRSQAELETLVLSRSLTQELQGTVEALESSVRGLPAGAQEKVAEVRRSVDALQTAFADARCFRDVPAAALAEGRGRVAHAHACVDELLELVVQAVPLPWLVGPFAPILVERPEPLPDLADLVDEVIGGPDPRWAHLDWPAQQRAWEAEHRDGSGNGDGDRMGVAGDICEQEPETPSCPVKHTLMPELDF
Target sequence (Q8WTS1 whole entry, looked up): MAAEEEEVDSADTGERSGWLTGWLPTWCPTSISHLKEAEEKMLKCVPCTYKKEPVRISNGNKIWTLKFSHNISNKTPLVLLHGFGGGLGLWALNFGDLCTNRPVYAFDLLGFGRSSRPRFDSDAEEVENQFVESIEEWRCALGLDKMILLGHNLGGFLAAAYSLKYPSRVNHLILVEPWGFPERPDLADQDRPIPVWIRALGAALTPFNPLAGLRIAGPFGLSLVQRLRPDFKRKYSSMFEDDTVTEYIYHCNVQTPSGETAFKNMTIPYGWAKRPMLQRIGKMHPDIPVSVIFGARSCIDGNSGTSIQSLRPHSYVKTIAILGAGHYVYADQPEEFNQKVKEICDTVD
Vif inh = blocks HIV Vif function. HEK293T cells, Vif self-association by quenched fluorescence, imaging, 24 h. actives 0.35% (n = 340,000). inhibition, % at 7.49 µM; in the data active = inhibition above about 50%, passing the limit was not always enough; also: some results filed as inactive read as strong as hits
Numbers without * were called inactive; . = no result given. An excerpt, so the mix of outcomes need not match the whole.

MC4R antagonist	Exocytosis inh	TLR9-MyD88 inh	NOD2-RIPK2 inh	MC4R barr agon	N-glyco inh	ABCB6 inh MLPCN	aDG glyco up	ABHD5 PLIN5 PPI	Vif inh	compound
1	8	-11	-4	-0.7	-1	94	0.2	-2	-2	CC(CNS(=O)(=O)c1ccc2c(c1)NC(=O)CCS2)c1ccccc1 (configuration not stated)
2	2	3	-1	-2.0	4	99	-0.1	1	11	CC(=O)Nc1cccc(OCc2cnc(Cl)s2)c1
5	2	2	-9	0.1	-3	98	-0.1	3	2	CCCCNS(=O)(=O)c1ccc(Br)cc1N1CCC[C@H]1CO
9	14	-7	11	-0.6	0	95	-0.3	0	6	CCOCCN(C(=O)c1ccccc1Cl)c1ccccc1
-3	-2	12	-5	-1.3	1	102	-0.2	-1	0	Cc1nn(-c2ccccc2)c(Cl)c1/C=N\NC(=O)c1cnccn1
-5	-2	-13	0	-1.4	2	98	0.1	-3	11	COCc1cc(=O)n2[nH]c(-c3ccccc3)cc2n1
10	-2	2	0	1.0	-3	99	0.0	-12	-27	COc1ccc(C2(O)CC3CCC(C2)N3c2cc(C)nc(-c3ccccc3)n2)cc1 (configuration not stated)
-3	8	-9	-7	0.8	0	106	0.1	-2	-3	COC(=O)c1ccccc1NC(=O)c1ccc2c(c1)CC(C)O2 (configuration not stated)
5	1	-10	-4	-2.2	0	98	-0.1	-7	-4	CCOC(=O)c1ccc(N2C(=O)C(O)=C(C(C)=O)C2c2ccccn2)cc1 (configuration not stated)
9	-4	4	-2	-0.8	2	94	-0.2	-7	-1	CCSCCOC(=O)C1=C(C)NC(=O)NC1c1cc(OC)ccc1OC (configuration not stated)
5	0	4	4	0.4	1	101	0.0	-1	.	COCCn1c(C)nnc1SCC(=O)Nc1ccccc1[N+](=O)[O-]
2	-1	6	-4	-0.7	-4	98	0.1	-2	-4	Cc1ccc(-c2noc(C3CCCN(C(=O)c4ccc(F)cc4F)C3)n2)cc1 (configuration not stated)
-11	25	-7	-2	0.7	5	96	0.2	25*	-6	CCOC(=O)c1c(NC(=O)/C=C/C(=O)O)sc(C)c1-c1ccc(C)c(C)c1
4	-4	3	-11	-0.6	3	96	-0.1	5	.	COc1ccc(N2C(=O)CC(N3CCN(c4ccccc4F)CC3)C2=O)cc1 (configuration not stated)
3	-4	0	0	-1.2	1	101	0.2	-3	1	O=C(O)c1cc2n(n1)C(C(F)(F)F)CC(C1CC1)N2 (configuration not stated)
-1	0	1	4	-2.1	0	93	0.0	-4	-11	COc1ccc(NC(=O)CN(C)C(=O)c2cccc(Oc3ccccc3)c2)cc1
7	0	-4	-13	1.5	2	101	0.1	-2	0	Cc1nn(C(=O)c2ccco2)c(C)c1Sc1ccc(Cl)cc1
7	-3	5	4	-1.8	0	98	0.0	-13	-16	O=C(Cc1cccs1)NCc1ccccc1Br
-3	1	2	0	-2.1	-1	97	0.3	9	2	COc1cc(C(=O)N[C@H](C(=O)OCC(=O)NC2CCCCCC2)C(C)C)cc(OC)c1OC
-1	-1	-5	-11	-1.8	0	88	-0.1	-3	4	COc1ccc(/C(C)=N/NC(=O)CNC(=O)c2ccncc2)cc1
0	-1	0	-2	-2.0	-3	100	0.0	-3	-9	COc1ccc(S(=O)(=O)Nc2ccc(S(=O)(=O)N3CCCCC3)cc2)cc1C
9	-3	5	-11	-2.4	-1	103	-0.2	-4	1	CN(C)c1ccc(/C=N/n2c(-c3cccnc3)n[nH]c2=S)cc1
13	-5	-6	-19	2.4	-3	93	-0.1	2	-3	O=C(Nc1ccc(F)cc1)NC1CCCCCCC1
1	-3	-1	-6	-3.3	-1	104	-0.3	-4	-1	COc1ccc(OC)c(-n2c(-c3cccc(O)c3)n[nH]c2=S)c1
15	1	-6	-3	-2.9	3	96	-0.4	-6	-1	CCC(=O)NCC(c1cccs1)S(=O)(=O)c1ccc(C)cc1 (configuration not stated)
.	-1	.	10	.	1	103	-0.3	-8	.	CCCCN1CC(N2CCN(CCN(C)C)CC2)CS1(=O)=O (configuration not stated)
3	-1	3	-5	-2.0	0	99	0.3	0	1	CN(c1ccccc1C(=O)O)S(C)(=O)=O
1	-3	-1	-9	-0.5	0	100	0.0	-19	-7	Cc1ccc(S(=O)(=O)N2CC=C(C(=O)NCc3ccccc3)CC2)cc1
-4	2	5	5	-2.5	5	96	0.1	-10	5	COc1ccc(C(=O)N/C(=C\c2cn(C)c3ccccc23)C(=O)NCCCn2ccnc2)cc1OC
10	-1	5	4	-2.6	-3	101	0.1	1	-5	CCCN(CCC)C(=O)Cn1c(=O)n(CCCCC(=O)NCc2ccco2)c(=O)c2ccccc21
-8	-5	-16	-13	1.6	2	124	-0.3	5	1	Cc1ccc2c(ccc[n+]2CC(=O)c2ccccc2)c1
-1	2	0	-14	0.1	1	99	-0.1	-1	6	O=C(COC(=O)c1ccc(Cl)nc1)Nc1ccc(N2CCOCC2)cc1
19	-2	-5	-7	0.8	3	113	0.3	-2	6	COCCCn1c(Cc2csc(Nc3cccc(Cl)c3)n2)nnc1SCC(=O)OC1CCCCC1
14	-1	4	-9	-1.8	-1	99	0.1	5	-6	COc1cc(C(=S)N2CCOCC2)ccc1OC(=O)c1cc([N+](=O)[O-])c(C)c([N+](=O)[O-])c1
-10	1	1	-7	-1.0	1	103	0.1	-5	-1	Cc1cc(Sc2nccn2C)ncc1[N+](=O)[O-]
-3	-2	.	-12	-1.3	0	101	0.1	2	-1	Cc1ccc(Cc2cc(C)n[nH]c2=O)cc1
-2	-3	-3	1	-1.9	2	98	-0.1	-3	-11	O=C(NCCOc1cccnc1)C1CCC(=O)N(Cc2ccccc2F)C1 (configuration not stated)
3	-6	-7	-6	-1.3	1	99	0.3	-2	24	CC1(C)N=C(N)NC(Nc2ccc(Cl)cc2)=N1
6	-1	8	-9	-1.7	2	102	-0.3	-1	-5	CC1(C)CC(=O)/C(=C(\O)CCCN2C(=O)c3ccccc3C2=O)C(=NCC(=O)O)C1
4	2	-12	-4	-2.6	2	93	-0.5	-1	-3	CSc1nc2nc3c(cc2c(=O)[nH]1)C(O)Oc1ccc(C)cc1-3 (configuration not stated)
13	19	-9	-1	-0.7	17	95	0.0	-1	-3	CCN(CC)CCCNC(=O)c1cc2c(-c3cccc(OC)c3)nn(C)c2s1
9	1	-5	8	1.2	3	99	-0.1	-3	-5	CCCCn1c(N)c(N(CCOC)C(=O)CSc2nnc(-c3ccc(F)cc3)n2N)c(=O)[nH]c1=O
6	6	-1	3	-0.4	1	96	0.5	-7	35	COc1cc(C(C)=O)ccc1OC(C)C(=O)Nc1ccc(S(=O)(=O)N2CCCC2)cc1 (configuration not stated)
2	11	-3	8	-0.2	0	102	-0.2	-2	2	COc1ccccc1NS(=O)(=O)c1ccc(C)c(NS(=O)(=O)c2cc(NC(C)=O)ccc2OC)c1
6	3	6	-11	-0.9	1	171	-0.1	-6	0	CC(C)CC(OC(=O)c1nsc(Cl)c1Cl)C(=O)NCC1CCCO1 (configuration not stated)
11	9	-4	-11	-0.2	-1	102	-0.1	0	-3	CCCN(c1ccccc1F)S(=O)(=O)c1c[nH]c(C(=O)OC)c1
9	16	-9	-14	0.1	-2	95	0.0	3	2	CCCCN(C(=O)CCC(=O)Nc1cc(C)on1)C(C(=O)NC1CCCC1)c1ccccc1OCC (configuration not stated)
10	-4	-20	-10	-1.2	2	97	-0.1	-3	-8	O=C(O)CC(c1ccc(F)cc1F)N1Cc2ccccc2C1=O (configuration not stated)
-3	-2	-10	1	-2.4	-1	101	-0.2	1	-3	CC(C)C(NC(=O)OCc1ccccc1)C(=O)N1CCOCCOCCOCC1 (configuration not stated)
7	46	7	4	0.9	-3	100	0.0	6	6	Cc1cccc(NC(=O)[C@@H](CC(C)C)NC(=O)[C@@H]2Cc3ccccc3CN2)c1

Entries of single compounds from above. Screens in order: MC4R antagonist, Exocytosis inh, TLR9-MyD88 inh, NOD2-RIPK2 inh, MC4R barr agon, N-glyco inh, ABCB6 inh MLPCN, aDG glyco up, ABHD5 PLIN5 PPI, Vif inh
Record of `COc1cc(C(=S)N2CCOCC2)ccc1OC(=O)c1cc([N+](=O)[O-])c(C)c([N+](=O)[O-])c1` → 14, -1, 4, -9, -1.8, -1, 99, 0.1, 5, -6
Record of `COc1cc(C(=O)N[C@H](C(=O)OCC(=O)NC2CCCCCC2)C(C)C)cc(OC)c1OC` → -3, 1, 2, 0, -2.1, -1, 97, 0.3, 9, 2
Record of `CC(CNS(=O)(=O)c1ccc2c(c1)NC(=O)CCS2)c1ccccc1` (configuration not stated) → 1, 8, -11, -4, -0.7, -1, 94, 0.2, -2, -2

The results go on:
MC4R antagonist	Exocytosis inh	TLR9-MyD88 inh	NOD2-RIPK2 inh	MC4R barr agon	N-glyco inh	ABCB6 inh MLPCN	aDG glyco up	ABHD5 PLIN5 PPI	Vif inh	compound
14	-2	-2	0	1.6	1	93	0.2	4	-4	CCOc1ccc(Nc2nc(Cc3nnc(SCC(=O)NC4CCCCC4)n3C)cs2)cc1
-16	-3	37*	28*	5.3	-9	136	-0.5	-4	-2	Cc1ccccc1-n1c(C)cc(/C=N/Nc2ccc([N+](=O)[O-])cn2)c1C
-5	-1	4	-4	-0.5	0	88	-0.6	-6	-1	COc1cc(/C=N/NC(=O)CCn2nnc3ccccc32)ccc1O
15	24	-19	-3	-3.1	0	96	1.1	7	-22	COc1ccc(C(=O)Nc2cc3c4c(c2)CC(=O)N4CCC3)cc1
-3	2	7	-8	-2.4	-1	93	-0.2	-4	.	C/C(N)=C(/C#N)C(=O)COC(=O)CCC1CCCC1
26	-4	-4	-5	-0.8	-1	104	0.2	-8	-6	CCOC(=O)C/C(N)=N/N(C)c1ncc(C(F)(F)F)cc1Cl
9	-1	-6	-11	-1.6	1	96	0.2	8	9	Cc1ccc(S(=O)(=O)N2CCC[C@H]2C(=O)OCc2cc(=O)oc3cc(C)ccc23)cc1
7	0	-8	11	-0.1	3	90	0.1	3	-5	Cc1ccc(C(=O)Nc2ccccc2N2CCN(C(=O)C(C)C)CC2)cc1C
14	-1	-3	8	-0.1	1	100	0.0	7	-5	CC(NC(=O)Nc1ccc(F)cc1F)c1ccncc1 (configuration not stated)
4	-3	-9	-13	-2.7	1	97	0.9	4	3	Cc1ccccc1-n1nc2c(c1NC(=O)c1cc3ccccc3o1)CS(=O)(=O)C2
3	-1	-4	2	-2.9	1	95	0.0	-1	1	O=C(CS(=O)(=O)c1cn(Cc2cccc(F)c2)c2ccccc12)N1CCOCC1
2	6	5	-2	-0.7	1	95	0.0	-1	-15	CC(C)NC(=O)CCN1C(=O)c2ccccc2Sc2ncccc21
-4	-10	1	6	-1.9	-1	99	0.4	0	-11	Cc1ccc(OCC(=O)NN=C2C3CC4CC(C3)CC2C4)cc1
0	-1	0	0	0.9	1	98	0.1	5	-2	Cc1cc(C)cc(N(CC(=O)NC(C)C)C(=O)CCC(=O)Nc2ccccn2)c1
8	1	4	-6	0.8	2	96	-0.2	7	-6	O=C(O)c1cc2c(ccc3ccccc32)o1
27	-2	-4	-7	0.1	2	105	0.0	3	-13	Cc1ccc(NC(=O)CCNC(=O)Cn2ccc3ccccc3c2=O)cc1F
19	5	-8	-8	-1.2	3	103	0.1	-4	-3	CC(C)=CCN1CCN(Cc2cc(C(C)C)n[nH]2)CC1CCO (configuration not stated)
